Assay outcomes as filed in PubChem.
Bim-Bcl-B: inhibitors of Bim-Bcl-B interaction, human; Q9HD36; bead-based flow cytometry, Bim peptide-Bcl-B binding; inhibition, % at 10 µM; hit rate 0.073% among 190,000;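 also: 0% = tracer peptide without compound and 100% = reference inhibitor peptide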
Target sequence (Q9HD36 whole entry, looked up): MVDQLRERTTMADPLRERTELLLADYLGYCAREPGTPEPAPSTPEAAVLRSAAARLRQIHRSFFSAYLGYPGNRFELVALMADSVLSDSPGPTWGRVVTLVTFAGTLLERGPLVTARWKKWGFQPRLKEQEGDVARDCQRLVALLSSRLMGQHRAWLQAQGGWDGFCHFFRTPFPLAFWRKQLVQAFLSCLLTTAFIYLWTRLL
Bim-Bcl-2: disrupts Bim peptide binding to human Bcl-2; Bead-based flow cytometry, Bim peptide-Bcl-2 binding; inhibition, % at 10 µM; P10415; AID 950; hit rate 0.06% among 190,000; in the data active = inhibition above about 40%; inconclusive = no clear call, values can overlap the other calls;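 also: 0% = no compound wells with probe peptide and 100% = reference peptide inhibitor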
Target sequence (P10415 whole entry, looked up): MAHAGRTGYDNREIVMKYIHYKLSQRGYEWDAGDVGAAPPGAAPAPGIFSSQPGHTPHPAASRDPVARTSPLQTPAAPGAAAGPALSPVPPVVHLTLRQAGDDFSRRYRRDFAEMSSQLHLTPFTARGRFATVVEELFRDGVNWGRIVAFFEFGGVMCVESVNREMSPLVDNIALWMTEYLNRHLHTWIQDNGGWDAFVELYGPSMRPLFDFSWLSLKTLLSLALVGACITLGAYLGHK
Bim-Bcl-XL: inhibitors of Bim-Bcl-XL interaction, human; Q07817; Bim peptide-Bcl-XL binding, bead flow cytometry, fluorescence; inhibition, % at 10 µM; hit rate 0.04% among 190,000
Bim-Mcl-1: disrupts Bim peptide binding to human Mcl-1; Q07820; Bead-based flow cytometry, Bim peptide-Mcl-1 binding; inhibition, % at 10 µM; hit rate 0.1% among 190,000; AID 1009;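 also: 0% = no compound tracer wells and 100% = peptide blocker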
ABCG2 inh: human ABCG2 inhibition, ABCB1 as counter-screen; Q9UNQ0; IgMXP3 cells, JC-1 efflux, flow cytometry; inhibition, % at 6.6 µM; hit rate 0.1% among 190,000;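 active = inhibition above 80%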;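 also: 0% = DMSO and 100% = nicardipine control wells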
Target sequence (Q9UNQ0 whole entry, looked up): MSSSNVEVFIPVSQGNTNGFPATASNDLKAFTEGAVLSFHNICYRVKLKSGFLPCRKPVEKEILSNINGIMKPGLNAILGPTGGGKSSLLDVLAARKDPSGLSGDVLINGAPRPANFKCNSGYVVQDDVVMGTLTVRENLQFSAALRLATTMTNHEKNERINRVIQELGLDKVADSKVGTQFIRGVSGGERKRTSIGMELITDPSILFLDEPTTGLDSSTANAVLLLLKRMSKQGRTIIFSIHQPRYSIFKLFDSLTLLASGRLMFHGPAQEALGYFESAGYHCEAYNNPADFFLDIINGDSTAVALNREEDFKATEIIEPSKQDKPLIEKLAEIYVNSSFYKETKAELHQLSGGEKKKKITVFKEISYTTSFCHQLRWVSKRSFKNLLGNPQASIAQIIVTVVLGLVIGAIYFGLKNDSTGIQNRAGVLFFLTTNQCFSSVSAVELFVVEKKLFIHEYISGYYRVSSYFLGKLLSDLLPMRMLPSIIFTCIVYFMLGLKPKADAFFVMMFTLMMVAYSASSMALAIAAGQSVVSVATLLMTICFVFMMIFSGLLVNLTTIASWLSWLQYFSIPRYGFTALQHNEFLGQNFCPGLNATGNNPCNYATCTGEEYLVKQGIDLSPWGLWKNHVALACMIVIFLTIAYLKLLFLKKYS
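Test system: IgMXP3 cells (ABCG2) mixed with DDAO far-red-labelled CCRF-Adr cells (ABCB1). Reagent: JC-1 transporter substrate. Compound dosing: single test compound dose, 6.6 µM final. Times: 10 min compound exposure, 25 °C. Detection: flow cytometry of retained JC-1 fluorescence. Read-out basis: efflux inhibition in percent versus controls. Controls: nicardipine and DMSO wells.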
ABCB1 block: blocks JC-1 efflux by human ABCB1 transporter. hit rate 0.067% among 190,000. inhibition, % at 6.6 µM. P08183. CCRF-Adr cells, flow cytometry; in the data active = inhibition above about 40%;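 also: 0% = vehicle and 100% = reference inhibitor; higher value means more JC-1 retained so stronger ABCB1 efflux block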
RGS7-Gao: regulators of human RGS7-Galphao interaction | P09471 | Multiplexed bead flow cytometry, RGS7-Galphao binding; actives lie on both sides | binding response (% of control), % at 10 µM | hit rate 0.35% among 220,000 | AID 1439; in the data active = binding response below about 49% or above about 150%; inconclusive = no clear call, values can overlap the other calls; inactive = in between;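 also: fluorescent Galphao held in activated GDP-AlF4 state binding bead-coupled RGS7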
RGS4-Gao reg: modulates binding of RGS4 to human Galphao | Multiplexed bead flow cytometry; actives lie on both sides | P09471 | hit rate 0.33% among 220,000 | binding response (% of control), % at 10 µM; in the data active = binding response below about 49% or above about 150%; inactive = in between;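 also: fluorescent Galphao activated with aluminum fluoride binding bead-coupled RGS4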
Bcl-W Bim block: inhibitors of Bim-Bcl-W interaction, human; Q92843; bead-based flow cytometry, Bim peptide-Bcl-W binding; inhibition, % at 10 µM; hit rate 0.02% among 190,000;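 also: 0% = bound tracer without compound and 100% = peptide blocker; higher means less fluorescent Bim peptide bound to Bcl-W beads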
RGS8-Gao reg: modulates binding of RGS8 to human Galphao; response (percent of control binding), % at 10 µM; P09471; hit rate 0.34% among 220,000; multiplexed bead flow cytometry; actives lie on both sides; in the data active = response below about 60% or above about 140%; inactive = in between;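 also: Galphao activated as the GDP aluminium fluoride complex binding bead-coupled RGS8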
Bfl-1 Bim block: inhibitors of Bim-Bfl-1 interaction, human | Q16548 | Bead-based flow cytometry, Bim-Bfl-1 binding inhibition | inhibition, % at 10 µM | hit rate 0.12% among 190,000 | AID 1008;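 also: 0% = wells without compound plus tracer and 100% = blocker peptide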
* = called active by the depositor; ? = inconclusive. Rule as the data show it, unless noted: active = inhibition above about 40%.

SMILES	Bim-Bcl-B	Bim-Bcl-2	Bim-Bcl-XL	Bim-Mcl-1	ABCG2 inh	ABCB1 block	RGS7-Gao	RGS4-Gao reg	Bcl-W Bim block	RGS8-Gao reg	Bfl-1 Bim block
COc1ccc(NS(=O)(=O)c2cccc(C(=O)N/N=C(\C)c3ccc(-n4ccnc4)cc3)c2)cc1	-6	-6	-5	-1	1	0.1	101	101	1	103	-6
CCCCn1c(/N=C/c2c[nH]c3ccccc23)nc2ccccc21	-1	-3	-5	-3	2	0.3	101	105	-2	102	-4
CCCc1cc(O)c2c(C)cc(=O)oc2c1	3	-5	-1	0	0	-0.6	101	102	0	104	1
Cc1ccc(C(=O)NNC(=S)Nc2cccc3ccccc23)s1	-9	-11	-13	-1	2	0.2	100	100	-2	99	-11
CN(NC1CC(=O)N(c2ccccc2)C1=O)c1ccccc1 (stereo not drawn)	-11	-3	-8	-4	14	0.7	98	99	-5	98	1
CC1(C)SC2[C@H](NC(=O)C(NC(=O)N3CCNC3=O)c3ccccc3)C(=O)N2C1C(=O)O (stereo partly drawn)	-5	-2	-2	-1	0	0.3	102	99	-1	100	1
CCc1ccc(NC(=O)C(=S)NC2CCCCC2)cc1	-10	-1	-3	-6	1	0.3	89	94	2	93	0
Cc1ccc(C(=O)c2ccc(C(F)(F)F)cc2)cc1	0	-5	-2	5	0	0.1	103	105	7	103	-6
O=C(Nc1ccnc(-c2ccncc2)n1)c1ccccc1Cl	0	-4	0	-4	9	0.5	99	102	-3	102	2
O=C(NCCN1CCOCC1)c1ccc(=O)oc1	-2	0	-2	1	0	0.2	97	103	-1	102	-2
CCC1=NC(c2ccccc2)N(O)C1(C)C (stereo not drawn)	-1	-2	0	0	2	0.4	97	104	-3	100	-2
Cc1ccc(-n2nnnc2SCC(=O)N2CC(=O)Nc3ccccc32)cc1	-8	-11	-4	-2	4	0.6	101	101	2	99	-6
O=C(NC1CCCc2ccccc21)c1n[nH]c(=O)c2ccccc12 (stereo not drawn)	-5	-3	-4	-2	3	1.0	102	102	-3	104	-10
CC(OC(=O)C1=Cc2ccccc2OC1)C(=O)NC1CCCC1 (stereo not drawn)	-6	-5	-13	-1	3	0.5	102	102	-2	103	-14
CCCc1cc(=O)oc2cc(C)cc(O)c12	-2	-2	-1	-3	2	0.4	101	100	-3	92	-1
O=C(Nc1nnc(C2CCCO2)s1)c1ccc(Br)cc1 (stereo not drawn)	-8	-6	-6	-2	64	0.0	104	101	0	105	-16
COc1cccc(-n2cnc3sc(C)c(C)c3c2=O)c1	-4	-3	-3	-4	7	1.5	101	99	-2	102	-1
Cc1ccc(CNCCNCCO)s1	-8	-4	-2	-1	1	0.3	109	105	0	103	-7
COc1ccccc1N(C)S(=O)(=O)c1ccc(C(=O)OCC(=O)c2c[nH]c3ccccc23)cc1	-6	-5	-4	-6	-1	0.0	101	102	-5	100	-2
O=C(c1ccc(Cl)cc1)C1CCCN(Cc2cccn2-c2ccccn2)C1 (stereo not drawn)	-5	0	-2	-2	0	0.6	97	99	0	101	-2

Six compounds from above, sorted by length of the SMILES, highest first:
SMILES	Bim-Bcl-B	Bim-Bcl-2	Bim-Bcl-XL	Bim-Mcl-1	ABCG2 inh	ABCB1 block	RGS7-Gao	RGS4-Gao reg	Bcl-W Bim block	RGS8-Gao reg	Bfl-1 Bim block
COc1ccccc1N(C)S(=O)(=O)c1ccc(C(=O)OCC(=O)c2c[nH]c3ccccc23)cc1	-6	-5	-4	-6	-1	0.0	101	102	-5	100	-2
Cc1ccc(-n2nnnc2SCC(=O)N2CC(=O)Nc3ccccc32)cc1	-8	-11	-4	-2	4	0.6	101	101	2	99	-6
CCCCn1c(/N=C/c2c[nH]c3ccccc23)nc2ccccc21	-1	-3	-5	-3	2	0.3	101	105	-2	102	-4
Cc1ccc(C(=O)c2ccc(C(F)(F)F)cc2)cc1	0	-5	-2	5	0	0.1	103	105	7	103	-6
O=C(NCCN1CCOCC1)c1ccc(=O)oc1	-2	0	-2	1	0	0.2	97	103	-1	102	-2
CCCc1cc(O)c2c(C)cc(=O)oc2c1	3	-5	-1	0	0	-0.6	101	102	0	104	1

(cont.)
SMILES	Bim-Bcl-B	Bim-Bcl-2	Bim-Bcl-XL	Bim-Mcl-1	ABCG2 inh	ABCB1 block	RGS7-Gao	RGS4-Gao reg	Bcl-W Bim block	RGS8-Gao reg	Bfl-1 Bim block
CCOC(=O)c1cc2c(ccc3ccccc32)oc1=O	6	0	4	1	12	0.5	90	93	3	90	2
CC(C)(C)CC(=O)Nc1ccc(Nc2ccccc2)cc1	-1	1	-3	-2	-2	-0.4	100	98	1	100	2
COc1cccc(-c2cc(C(F)(F)F)nc(N3CCN(c4ccccc4)CC3)n2)c1	0	-2	-5	-1	2	0.4	104	102	0	102	-1
Cc1ccc(/C=C/C(=O)N2CC(=O)Nc3ccccc32)o1	-16	3	0	0	2	0.3	?	101	3	96	9
O=C(NC12CCC(O)C(SC1)/C2=N/O)c1ccccc1 (stereo not drawn)	-6	-11	-10	-4	-1	-1.5	103	105	-2	107	-13
CCCn1c(SCC(=O)Nc2cccc(S(=O)(=O)NC3=NCCCCC3)c2)nc2ccccc2c1=O	-7	-4	-4	-1	2	0.1	94	95	-4	101	-9
Cc1ccc(/C=N/c2sc3c(c2C(N)=O)CCCC3)o1	-5	0	-1	7	5	0.5	101	98	-3	98	2
O=C(c1cc2sccc2n1Cc1ccccc1)N1CCc2ccccc21	1	0	1	0	3	0.5	100	99	-1	101	-1
Cc1ccc(OC(C)C(=O)N2CCc3ccccc32)cc1 (stereo not drawn)	-10	-7	-11	-5	42	-0.5	101	99	-3	98	-14
Cc1ccc(S(=O)(=O)NC(=NCC(=O)O)c2ccc(F)cc2)cc1	-1	0	-9	-3	1	0.2	101	102	-8	101	0
COCC(=O)NNC(=O)c1ccc(OC)cc1	0	0	0	2	0	0.3	97	97	0	100	-3
COc1ccc(NC(=O)COn2nnc3ccc(Cl)cc32)cc1OC	-11	-6	-5	-1	1	0.0	97	95	4	102	-10
COc1ccc(-n2c(Cc3cc(=O)[nH]c(=O)[nH]3)nnc2SCc2ccccc2)cc1	-7	-10	-5	-3	0	0.0	104	102	-3	105	-12
COc1ccc(-c2nnc(SCCc3ccccc3)n2N)cc1	-6	-4	5	-4	3	-0.9	98	99	3	100	-10
Cc1cccc(Oc2c(C=O)c3ccccc3n2C)c1	0	-3	-3	0	1	0.1	99	100	0	100	0
Cc1cc(NC(=O)c2ccc(Cl)c(S(=O)(=O)N3CCOCC3)c2)no1	-6	-4	0	-5	4	0.1	?	99	-2	98	-8
Cc1cc2nc(-c3cccnc3SCC(=O)NCc3ccco3)[nH]c2cc1C	-5	3	-2	0	-2	-0.5	99	102	-1	101	1
C/C(=N/NS(=O)(=O)c1ccc(Br)cc1)c1ccc(NC(=O)c2ccc(C)o2)cc1	0	0	1	0	1	0.4	100	104	0	104	0
Cc1nnc(NC(=O)c2ccc(Br)cc2)s1	-2	-2	0	0	0	-0.7	97	103	0	104	-1
Cc1noc(C)c1CSc1nnc(-c2c[nH]c3ccccc23)n1-c1ccc(Cl)cc1	-5	-1	-3	1	1	0.1	99	104	-2	103	-8
Cc1oc(-c2cccc(Cl)c2)nc1CN1CCCC(C(=O)NC(C)c2ccc3c(c2)OCCO3)C1 (stereo not drawn)	-10	-9	-6	-5	2	1.1	104	103	-6	108	-4
NC(N)=NC(N)=NCCc1ccccc1	0	3	-1	2	1	0.0	93	96	1	99	0
N#Cc1ccccc1NC(=O)CSc1nccn1CCc1ccccc1	-3	-1	-3	0	2	0.5	100	104	0	102	-9
CC(C)CCN1CC(O)=C(c2nc(-c3ccc(Cl)cc3)cs2)C1=N	-6	-6	-6	1	2	0.1	131	122	-4	116	-11
COCCCN1C(=O)C(=O)/C(=C(/O)c2ccc(OC)cc2)C1c1cccc(OC)c1 (stereo not drawn)	2	-1	1	3	2	0.2	103	102	4	101	1
COc1cc(C)c(Cl)c(C)c1S(=O)(=O)NCc1cccnc1	-3	-9	-4	-8	0	-0.1	107	101	-4	92	-3
CCn1c(SCc2nc3sc(C(=O)O)c(C)c3c(=O)[nH]2)nnc1-c1ccc(Cl)cc1	-1	-1	1	2	1	-0.1	108	101	1	99	-7
Cc1ncc([N+](=O)[O-])n1CCOC(=O)NC(NCc1ccccc1Cl)C(Cl)(Cl)Cl (stereo not drawn)	-8	-5	-8	-6	7	2.3	102	101	-6	99	-4
CCCSc1nn2c(=O)c3ccccc3nc2s1	0	-7	0	2	47	-0.6	113	105	4	100	-14
CC(C)NC(=O)c1c2c(nc3ccccc13)CCCC2	0	-1	-5	-1	27	2.4	94	98	-1	91	4
CCOC(=O)C1(Cc2ccccc2)CCN(Cc2ccc(C)s2)CC1	-2	-3	-2	-1	1	1.0	107	100	-1	103	-7
CC(/C=N/O)Cc1ccc2c(c1)OCO2 (stereo not drawn)	-4	-2	-3	-1	1	-0.1	103	99	-3	100	-6
O=C(O)c1ccc(Cl)c(S(=O)(=O)Nc2ccc3cn[nH]c3c2)c1	-4	0	-5	0	0	0.3	?	96	-1	99	-3
COCc1cc(C)nc(OCC(=O)N/N=C/c2ccco2)c1C#N	-1	2	-2	0	3	0.3	101	102	-1	102	-1
CSCCC(NC(=O)c1ccc(Cl)cc1)C(=O)OCC(=O)c1ccc[nH]1 (stereo not drawn)	-7	-7	-5	-2	11	1.6	99	101	-3	103	-7
CC1CN(S(=O)(=O)c2ccc(NC(=O)c3ccco3)cc2)CC(C)O1 (stereo not drawn)	-4	-1	-3	-3	0	0.3	104	102	-3	103	-1
CC(=O)n1cc([C@H]2C=C(C(=O)N3CCN(Cc4ccccc4)CC3)O[C@@H](OCCCCO)C2)c2ccccc21	-3	-1	1	-1	21	2.7	104	106	-3	102	-5
CSc1ccc(/C=N\NC(=O)CC(=O)NC(C)C)cc1	0	-1	-3	-3	0	-0.9	95	97	-3	104	4
O=C(O)CCCC(=O)NCCCCc1ccccc1	-7	-7	-2	0	1	0.1	102	102	-2	100	-12
C[n+]1ccn(CC(=O)c2ccc(Br)cc2)c1	-2	0	0	-2	3	0.7	102	105	-2	94	1
CCCc1nnc(NC(=O)C(CC)OC(=O)c2cc(C)nc3ccccc23)s1 (stereo not drawn)	-1	-1	-2	-3	1	0.7	99	99	-3	99	0
O=C1OCCC1Sc1nc2ccccc2c(=O)n1-c1ccc(F)cc1 (stereo not drawn)	-1	0	0	0	1	0.0	?	100	0	102	-3
CC(C)C(=O)Nc1cccc(-c2nc3ccccc3c(=O)o2)c1	-1	1	-1	-4	3	0.6	103	101	-1	100	3
Cc1[nH]nc2c1C(c1ccccc1F)NC2=O (stereo not drawn)	-7	-4	-1	-2	2	0.4	98	102	0	100	-11
CC12CN3CC(C)(CN(C1)C3c1ccccc1Cl)C2O (stereo not drawn)	-6	-14	-5	-2	6	0.9	102	100	1	100	-17
O=C(NCC1CCCO1)c1cncc(Br)c1 (stereo not drawn)	1	-3	-4	1	0	0.0	?	102	1	100	-1
CC1(C)CC(=O)C=C(NCCc2ccc(S(N)(=O)=O)cc2)C1	0	-1	-4	1	2	0.5	95	95	-1	95	0
O=C(Cn1c(=O)n(-c2ccc(F)cc2)c(=O)c2sccc21)N1CCCC1	-8	-10	-9	-5	-3	0.2	97	100	-3	102	-18
